RBX1-CUL1 inh = inhibitors of human ROC1-CUL1 ubiquitin ligase activity | E3 ubiquitin-protein ligase RBX1 (Homo sapiens) + Cullin-1 (Homo sapiens), P62877+Q13616 | in vitro K48 di-Ub FRET, acceptor:donor ratio, 45 min | inhibition, % at 10 µM | actives 0.6% (n = 140,000) | AID 1347404, 2020; in the data active = inhibition above about 25%
Target sequence (P62877 whole entry, looked up): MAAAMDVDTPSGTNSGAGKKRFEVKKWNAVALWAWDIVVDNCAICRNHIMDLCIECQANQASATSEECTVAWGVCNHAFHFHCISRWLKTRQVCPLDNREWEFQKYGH
Target sequence (Q13616 whole entry, looked up): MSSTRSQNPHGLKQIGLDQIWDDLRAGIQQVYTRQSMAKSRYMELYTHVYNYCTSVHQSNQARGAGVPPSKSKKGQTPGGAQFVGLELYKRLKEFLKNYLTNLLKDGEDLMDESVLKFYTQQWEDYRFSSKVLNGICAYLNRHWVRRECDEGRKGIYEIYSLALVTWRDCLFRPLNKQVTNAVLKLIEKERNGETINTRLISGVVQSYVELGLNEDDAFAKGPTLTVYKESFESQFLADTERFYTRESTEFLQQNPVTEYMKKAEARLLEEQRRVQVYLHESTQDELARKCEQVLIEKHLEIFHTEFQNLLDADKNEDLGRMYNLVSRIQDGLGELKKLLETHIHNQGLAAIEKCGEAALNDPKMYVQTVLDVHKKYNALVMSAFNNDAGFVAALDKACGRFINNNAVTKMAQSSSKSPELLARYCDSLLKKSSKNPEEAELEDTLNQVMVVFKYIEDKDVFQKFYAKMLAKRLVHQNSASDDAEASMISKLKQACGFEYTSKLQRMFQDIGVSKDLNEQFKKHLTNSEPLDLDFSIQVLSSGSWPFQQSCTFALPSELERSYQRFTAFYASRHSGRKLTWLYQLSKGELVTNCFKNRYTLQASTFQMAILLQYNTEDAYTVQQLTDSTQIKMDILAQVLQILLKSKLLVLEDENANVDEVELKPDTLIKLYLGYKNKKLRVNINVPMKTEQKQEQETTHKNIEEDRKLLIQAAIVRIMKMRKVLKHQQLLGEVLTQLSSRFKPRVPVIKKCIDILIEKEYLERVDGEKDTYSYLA
* hit, by the source's call.

SMILES	RBX1-CUL1 inh
Cc1ccc(S(=O)(=O)N(CC(=O)Nc2c(C)cccc2C)c2cccc(Cl)c2)cc1	7.3
CC(C)c1nc2ccccc2n1C(C)C	4.8
Cc1ccc(C(=O)Nc2cccc(-c3nc4cccnc4s3)c2C)cc1	-3.4
O=C(NCc1ccc(F)cc1)c1cc(-c2ccc(Cl)cc2)n[nH]1	-1.6
O=C(C1CCCCC1)N1CCc2cc(S(=O)(=O)N3CCOCC3)ccc21	-7.7
COc1ccc(Cl)cc1C(=O)NCc1nc(-c2cccc(C)c2)no1	-3.0
CCS(=O)(=O)N1CCC(C(=O)Nc2c(F)cccc2F)CC1	-1.0
Cc1ccc(-n2nnc(C(=O)Nc3ccccc3C)c2C)cc1C	-2.9
Cc1oc2ncn(CC(C)C)c(=O)c2c1C(=O)Nc1cc(F)ccc1F	-4.0
CCCCCOc1ccc(C(=O)N(Cc2cccs2)C2CCS(=O)(=O)C2)cc1 (configuration not stated)	0.9
C=CCSc1nc2nc3c(cc2c(=O)n1CC=C)CC(C)(C)OC3	-9.1
COc1ccc(-c2noc(CCC(=O)N(C)c3cc(Cl)ccc3OC)n2)cc1	-11.4
CCc1cccc(CC)c1NC(=O)CCN1C(=O)c2ccccc2C1=O	-3.6
CCC(=O)Nc1cc(-c2nc3cc(C)cc(C)c3o2)ccc1C	-0.7
Cc1ccc(C(=O)NCc2nc(-c3ccccc3NC(=O)CC3CCCC3)oc2C)cc1C	5.9
Cc1ccc(NC(=O)/C=C/c2ccc(Cl)cc2)c(Br)c1	-8.3
O=C1CC(CSc2nc3ccccc3[nH]2)=NC(=O)N1	10.5
Cc1ccsc1C1C2CN(C(C)C)CC=C2C(C#N)C(=N)C1(C#N)C#N (configuration not stated)	-1.2
COc1ccc(C(=O)Nc2onc3c2CCCC3)cc1	1.7
NCc1sc2ccccc2c1Br	-4.3

Given field by field: part of the list above
COc1ccc(-c2noc(CCC(=O)N(C)c3cc(Cl)ccc3OC)n2)cc1
  RBX1-CUL1 inh = -11.4
CCc1cccc(CC)c1NC(=O)CCN1C(=O)c2ccccc2C1=O
  RBX1-CUL1 inh = -3.6
CCC(=O)Nc1cc(-c2nc3cc(C)cc(C)c3o2)ccc1C
  RBX1-CUL1 inh = -0.7
Cc1ccc(C(=O)NCc2nc(-c3ccccc3NC(=O)CC3CCCC3)oc2C)cc1C
  RBX1-CUL1 inh = 5.9

The results go on:
SMILES	RBX1-CUL1 inh
O=C1Nc2c(-c3ccc(Cl)cc3)cnn2CC1CC(=O)N1CCCCC1 (configuration not stated)	-2.2
COc1ccc(N2CC(NC(=O)COc3ccc4ccccc4c3)CC2=O)cc1 (configuration not stated)	-8.1
CN(C(=O)c1ccco1)C(Cc1ccccc1Cl)C1CCN(Cc2cccc3ncccc23)CC1 (configuration not stated)	-8.2
Cc1ccc(NC(=O)CN2C(=O)COc3ccc(S(=O)(=O)N4CCOCC4)cc32)cc1N(C)C	2.0
Cc1ccc(OCCCCn2c(-c3ccc(Cl)cc3)nc3ccccc3c2=O)cc1	-2.0
CCOC(=O)C1=C(C)OC(=N)C(C#N)C1c1ccc(C)s1 (configuration not stated)	-1.1
CCOC(=O)c1sc(=Nc2ccc(OC)cc2)n(CCO)c1C	-2.2
COc1ccc2c(c1)c(CC(=O)Nc1cc(C)c(OC)c(C)c1)c(C)n2C(=O)c1ccc(Cl)cc1	-0.3
N#Cc1ccc(-c2ccc(F)cc2)nc1SCC(=O)Nc1sc2c(c1C#N)CCC2	-5.7
O=C(CCSCc1cnn(-c2ccccc2)c1-n1cccc1)NCc1ccc(Cl)cc1	8.1
CCOC(=O)C1C(c2ccc([N+](=O)[O-])cc2)=NC(SCC(N)=O)=C(C#N)C1c1ccccc1 (configuration not stated)	-3.2
Cc1cc(CSc2ccccc2)ccc1NC(=O)C1CN(S(=O)(=O)c2ccccc2)CCN1S(=O)(=O)c1ccccc1 (configuration not stated)	1.6
CCc1ccc(NC(=O)N(Cc2ccc(C)cc2)Cc2cccn2-c2nnc(N3CCCC3=O)s2)cc1	5.3
O=C(Cn1ncc2c1-c1ccccc1OC2)N1CCN(c2ccccc2F)CC1	-5.1
COc1ccccc1C(=O)Nc1cc(Cl)ccc1Cl	-2.3
O=S(=O)(Nc1ccc(Cc2ccncc2)cc1)c1ccc(Cl)cc1	13.2
Cc1ccc(NCc2nnc(SCC(=O)Nc3ccc(C)c(C)c3)o2)c(C)c1	-2.0
Cc1cc(C(NC(C)(C)C)C(=O)O)cc(C)c1O (configuration not stated)	7.6
CCC(C)Nc1ncnc2c1cnn2Cc1ccc(Cl)cc1 (configuration not stated)	-3.9
Cc1cc(C)n(C(=O)CSc2nc(C34CC5CC(CC(C5)C3)C4)ccc2C#N)n1	11.8

Continued.
SMILES	RBX1-CUL1 inh
CC(C)c1ccccc1OCC(=O)N1CCN(c2ccccc2)CC1	6.0
CC(C)NS(=O)(=O)Cc1ccccc1F	4.1
COC(=O)CN1CCN(S(C)(=O)=O)CC1	4.8
CC(C)N(C)Cc1nnnn1CC(=O)N1CCC(c2ccccc2Cl)C1 (configuration not stated)	-8.0
CC1CCCN(CC(=O)Nc2cccc3ccccc23)C1 (configuration not stated)	2.5
O=C(O)COc1ccc(C=C2C(=O)c3ccccc3C2=O)cc1	-7.1
Cc1cccc(CC(=O)N2CCC(CO)(Cc3ccccc3)CC2)c1	2.2
CC(C(=O)Nc1ccc(Oc2ccc(Cl)cc2Cl)cc1)N1C(=O)c2ccccc2C1=O (configuration not stated)	9.3
Oc1c(C(c2ccccn2)N2CCN(c3ccccc3F)CC2)cc(Cl)c2cccnc12 (configuration not stated)	-2.7
CCCC(=O)Nc1ccc(C(=O)Nc2ccc(F)c(Cl)c2)cc1	3.1
CC(C)(C)c1ccc(O)c(CNC2CCCCC2)c1	-7.1
CCOc1ccc(N2C(=O)CSC2c2ccc3cc(C)ccc3n2)cc1 (configuration not stated)	10.7
Cc1csc(NC(=O)CSC2=NCCS2)n1	3.0
Cc1c(-c2nnc(SCC(=O)Nc3ccc(Cl)cc3)o2)nnn1-c1ccc(F)cc1	-4.1
CCCn1c(CC)nc([N+](=O)[O-])c1Sc1ccc(F)cc1	1.3
COC(C(=O)N/N=C/c1ccc(/C=N/NC(=O)C(OC)c2ccccc2)cc1)c1ccccc1 (configuration not stated)	6.7
CCOC(=O)c1cc(NC(=O)/C=C/C(=O)O)cc(C(=O)OCC)c1	4.3
O=C1c2cccc3cccc(c23)C(=O)N1CC1CCNCC1	15.9
C=CCOc1ccc(CNc2ccc(F)c(Cl)c2)cc1OC	-2.2
Cn1ccnc1C(=O)C1CCCN(C(=O)CC2(c3cccc(F)c3)CC(=O)N(C3CCCC3)C2=O)C1 (configuration not stated)	-3.1

Going on with the list:
SMILES	RBX1-CUL1 inh
CCn1c(Cc2ccccc2)nnc1SCC(=O)Nc1cc(OC)ccc1OC	4.3
O=c1oc2ccccc2cc1-c1cn2cc(Cc3cc(Cl)ccc3Cl)sc2n1	-7.5
COCC1CCN(c2ccc(C(=O)N(C)Cc3ccc4ccccc4n3)cn2)C1 (configuration not stated)	-4.6
CCCn1nc(Br)c2c1c(=O)[nH]c(=O)n2C	-5.3
N#CSCC(=O)n1c2c(c3ccccc31)CCCC2	-6.2
Cc1nnc2sc(-c3cc(F)c(F)c(F)c3F)nn12	7.4
O=C1NC(=O)/C(=C\c2cccn2-c2cccc([N+](=O)[O-])c2)S1	1.4
CC(C)Oc1ccc(C2c3c(n[nH]c3C(F)(F)F)OC(=N)C2C#N)cc1 (configuration not stated)	4.6
O=C(NCCCN1CCCCC1)c1ccc2c(c1)sc1nc(-c3ccc(F)cc3)cn12	-39.4
CCOC(=O)C1(Cc2ccc(F)cc2)CCCN(C(=O)COC)C1 (configuration not stated)	-4.0
CC12CCC(C(=O)N3CCc4ccccc43)(C(Br)C1=O)C2(C)C (configuration not stated)	3.7
COc1ccc(-c2noc(-c3cccnc3N3CCN(c4ccc(OC)cc4)CC3)n2)cc1	-7.6
CN(C)c1ccc(NC(=O)c2cccc(N3C(=O)c4cccnc4C3=O)c2)cc1	3.8
CCOc1ccc(NC(=O)Cn2c(=O)cc(C)c3c(C)nn(-c4ccc(CC)cc4)c32)cc1	-11.1
Cc1cccc(NS(=O)(=O)c2ccc(-n3cccn3)cc2)c1C	-10.4
CC1(C)CC(=O)C2=C(C1)NC(=O)CC2c1cccc(F)c1F (configuration not stated)	12.3
COc1nc(Nc2ccc(C)cc2)nc(NC2CCCCC2)n1	-1.2
COc1ccc(CN(C(=O)CO/N=C(\C)c2cccs2)c2ccccc2C(=O)O)cc1	7.4
Cn1c(-c2ccc(C(=N)N)cc2)c[n+]2cc(Cl)ccc12	-11.2
CS(=O)(=O)NC1=NCCS1	3.2

(continued)
SMILES | RBX1-CUL1 inh
Cc1cc(C)cc(NC(=O)C(C)N2C(=O)c3ccccc3C2=O)c1 (configuration not stated) | 0.5
Cc1ccc(S(=O)(=O)c2nc(S(C)(=O)=O)sc2NCc2ccccc2)cc1 | 5.6
COc1ccc2[nH]c(=O)c(CN(C(=O)c3cccc(Cl)c3)c3cccc(C)c3)cc2c1 | -6.2
C#Cc1ccc([C@@H]2C[C@H]3CN(Cc4cccc(Cl)c4)C(=O)[C@]34CCCN24)cc1 | 4.7
Cc1ccc(Oc2cc(-n3nc(C)c(C(N)=O)c3N)ncn2)cc1 | 10.6
COc1cc2c(-c3cccnc3)nc3n[nH]c(-c4ccccc4)c3c2cc1OC | 1.5
COc1ccc(NC(=O)CCS(=O)(=O)c2ccc3c(c2)n(C)c(=O)c(=O)n3C)cc1Cl | -3.7
Cc1ccc(CN2C(=O)N=C(Cc3ccsc3)C2=O)cc1 | 1.1
COC(=O)C(NC(=O)CC(C)C)(Nc1ccc(Cl)cn1)C(F)(F)F (configuration not stated) | 1.3
FC(F)(F)c1cccc(Nc2nc3nonc3nc2Nc2ccc(Cl)cc2)c1 | -1.9
O=C(CCC(=O)c1ccccc1)Nc1cnn(CC(=O)N2CCC(OCc3ccccc3)CC2)c1 | 5.8
CCN(CC)S(=O)(=O)c1ccc2c(c1)N(CC(=O)N1CCN(c3cc(Cl)ccc3C)CC1)C(=O)CO2 | 0.8
COC(=O)c1ccc(C2C3C(=O)CC(c4cccs4)CC3=Nc3ccccc3N2C(=O)C2CC2)cc1 (configuration not stated) | 10.4
O=C(c1ccccc1Br)n1cc(Br)cn1 | -7.9
Cc1cc2c(cc1C)CSC(c1cc(Br)c3ccccc3c1O)SC2 | -0.6

The list goes on.
SMILES | RBX1-CUL1 inh
O=C(CCC1(c2ccccc2)OCCO1)N/N=C/c1c[nH]c2ccccc12 | -0.8
C=CCN1C(=O)/C(=C/c2ccc(-c3cccc(C(F)(F)F)c3)o2)C(=O)NC1=S | 102.6*
COc1ccccc1N1CCN(C(=O)c2ccc3c(c2)N(Cc2cc(C)ccc2C)C(=O)c2ccccc2S3(=O)=O)CC1 | 7.1
COCC1CCCN(C(=O)c2ccc(N(C)C(C)C)nc2)C1 (configuration not stated) | 0.2
CN(Cc1ccc2ccccc2n1)C(=O)c1ccc(OCC2(C)CCCNC2)nc1 (configuration not stated) | -4.3
Fc1ccc(-c2nc(Nc3cccc(C(F)(F)F)c3)nc3c2COc2ccccc2-3)cc1 | -9.3
O=S(=O)(Cc1ccccc1F)NCc1ccncc1 | 1.4
Cc1nc(N2CCC(C(=O)NCCc3ccc(Cl)cc3)CC2)nc2cc(S(C)(=O)=O)ccc12 | -0.5
Cc1ccc(C)c(N2CCN(C(=O)C3CCN(c4nc5ccc(C)cc5[nH]4)CC3)CC2)c1 | 2.0
Nc1ccc(N2CCN(c3c(F)c(F)nc(F)c3F)CC2)cc1 | 3.8
COc1cc2nc(SCC(=O)O)[nH]c2cc1OC | 0.9
CN1c2ccccc2Sc2ccc(Cl)cc21 | 0.9
NC1C2CN3CCN(C2)CC1(Cc1ccccc1)C3 (configuration not stated) | -8.9
COc1ccc(Cl)cc1NC(=O)CN1C(=O)COc2ccc(S(=O)(=O)NC3CCCC3)cc21 | 5.6
Cc1cnccc1-n1cc(-c2cc(C(=O)N(C)C)c3cc(F)ccc3n2)cn1 | -5.6

An excerpt from above in order of the RBX1-CUL1 inh value, largest number first:
SMILES | RBX1-CUL1 inh
C=CCN1C(=O)/C(=C/c2ccc(-c3cccc(C(F)(F)F)c3)o2)C(=O)NC1=S | 102.6*
COc1ccc(Cl)cc1NC(=O)CN1C(=O)COc2ccc(S(=O)(=O)NC3CCCC3)cc21 | 5.6
CN(Cc1ccc2ccccc2n1)C(=O)c1ccc(OCC2(C)CCCNC2)nc1 (configuration not stated) | -4.3
Cc1cnccc1-n1cc(-c2cc(C(=O)N(C)C)c3cc(F)ccc3n2)cn1 | -5.6

Following part.
SMILES | RBX1-CUL1 inh
Cc1cc([N+](=O)[O-])ccc1NC(=O)C1C(C=C(Cl)Cl)C1(C)C (configuration not stated) | 0.6
Brc1ccc(-c2cn3cc(Cc4ccccc4)sc3n2)cc1 | 1.9
CCOc1ccc(C(C)C)cc1S(=O)(=O)Nc1cccc(-c2ccc(N3CCOCC3)nn2)c1 | 0.3
COc1ccc(C[C@H]2COC[C@@H](Cc3ccc(OC)cc3)C2O)cc1 (some centres not stated) | 8.6
N#CC1C(=N)Oc2n[nH]c(-c3ccc4ccccc4c3)c2C1c1ccc(F)c(Br)c1 (configuration not stated) | 1.1
COCC(=O)Nc1cc(C(=O)N2C[C@@H](C)O[C@@H](C)C2)c2c(c1)ncn2Cc1ccc(F)cc1 | 4.5
CN(CCc1cnn(C)c1)C(=O)CC1(c2ccccc2)CC(=O)N(CCCOc2cccnc2)C1=O (configuration not stated) | -8.8
COCc1ccc(C(=O)Nc2ccc(-c3nc(CNC(=O)c4ccc(OC)c(F)c4)c(C)o3)cc2)o1 | 13.7
CCOc1ccc(N2C(=O)/C(=C/c3cc(C)n(C4CCCC4)c3C)C(=O)NC2=S)cc1 | -3.8
COc1ccc(N=CC2C(=O)Oc3ccccc3C2=O)cc1 (configuration not stated) | -0.2
C=C1C(=O)O[C@H]2C1[C@@H](OC(C)=O)C[C@@](C)(O)[C@@H]1CC=C(C)[C@@H]12 (some centres not stated) | 6.8
COc1ccccc1OCC(O)CN1CCN(C(=O)c2ccccc2)CC1 (configuration not stated) | -5.1

Screening data as filed in PubChem.

Not all compounds are listed; rates above refer to the full screens.
